# Compound activity deposited in PubChem by National Center for Advancing Translational Sciences (NCATS).
# Giardia kill = Small Molecules that selectively kill Giardia lamblia: qHTS | Giardia lamblia trophozoite viability | activity change, % at 7.66 µM, hits read low | actives 0.15% (n = 340,000); in the data active = activity change below about -80%; inconclusive = between about -30% and that limit;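 also: parasites exposed to compound for two days anaerobically before the ATP read; % is scaled to controls: 0 for no effect and ±100 for the full control effect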
#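 Giardia trophozoites, 100 cells per well, were exposed to compounds for 48 hrs at 37 deg C under anaerobic conditions; viability was then read as ATP content by bioluminescence after 15-30 min at room temperature.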
# TSHR antag = Antagonists of the Thyroid Stimulating Hormone Receptor: HTS campaign; TSHR-expressing cells, TSH-stimulated cAMP HTRF, 2 h; active compounds read low; activity change, negative = inhibition, % at 11.5 µM; AID 504810, 2011; actives 0.2% (n = 330,000); Thyrotropin receptor (Homo sapiens), P16473;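 active = activity change below a set negative limit, meaning inhibition stronger than a set level, cut at about -70% in these data; inconclusive = activity change between two set negative limits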; also: % is scaled to controls: 0 for no effect and ±100 for the full control effect
#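 Competitive HTRF cAMP read-out (cryptate anti-cAMP antibody, cAMP-d2; 30 min, room temperature) in freshly harvested TSHR cells. Compounds added before TSH at EC80 (4nM final), followed by 2 hours' incubation at 37 deg C.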
# TCR act = Activators of T cell receptors: qHTS campaign; primary human leukocytes, anti-CD3, IL-2 HTRF, 48 h; Potency, µM (highest dose often 9.22 µM), for the others: at the top dose activation of IL-2 secretion, actives largely listed as activators; 330,000 tested, under 10 active; AID 504894, 2011; also: % of control where 0% means no effect
#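 Primary human leukocytes incubated 48 hr with anti-CD3 beads plus compound, without co-stimulation. Secreted IL-2 measured by HTRF (europium cryptate/d2 anti-IL-2 pair, 320 nm excitation, 665 nm emission).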
# hERG WT inh = qHTS for Inhibitors of KCHN2 3.1: Wildtype qHTS | Voltage-gated inwardly rectifying potassium channel KCNH2 (Homo sapiens), Q12809 | U2OS, BacMam KCNH2, thallium flux FluxOr; active compounds read low | activity change, % at 1.84 µM | actives 0.37% (n = 340,000) | AID 720551, 2013;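 active = maximum activity change below -70%; inconclusive = maximum activity change between -70% and -50%; inactive = maximum activity change above -50%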; also: % is scaled to controls: 0 for no effect and ±100 for the full control effect
#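 U2OS cells transduced with wild-type KCNH2 virus are loaded with FluxOr dye for 45 min, and thallium flux is measured in kinetic reads before and after stimulation buffer. Rate constants are normalized to DMSO controls.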
# Chronic BCR inh = qHTS Assay to Find Inhibitors of Chronic Active B-Cell Receptor Signaling; Potency, µM (highest dose often 46.1 µM), for inactives: top-dose ratio change, negative = lower green/red ratio, hits mostly inhibitors; actives 0.05% (n = 340,000); ABC-DLBCL IkBa-CBG/CBR reporter, luminescence ratio, 4 h; active = well fitted inhibition curve with a large enough effect in the signal ratio, with a control signal flat, not every such curve was filed as active; inconclusive = small, poorly fitted or top-dose-only effect, or effect the other way, or a change in a side signal; the % refers to the signal ratio;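 also: potency is read from the fitted curve at half-maximal effect; plate controls were basal doxycycline-induced cells for no effect and cells given 10 µM MG132 for full effect; MG132 reads +100%, hits lower the ratio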
#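 Cell line TMD8 (human ABC DLBCL), stably expressing tet-inducible CBG68-IkBa fusion and CBR; IMDM/0.5% FBS; cpd up to 46 uM; dox induction, 4 h, 37C/5% CO2; dual luminescence; green/red ratio; MG132 control.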
# GALK inhibitor = qHTS Assay for Inhibitors of Human Galactokinase (GALK). AID 1868, 2009. actives 0.007% (n = 270,000). P51570. Potency, µM (top dose mostly 57.5 µM), for inactives: at the highest dose activity change, negative = inhibition, usual class: inhibitors. Purified GALK, Kinase-Glo residual ATP luminescence; also: potency is read from the fitted curve at half-maximal effect; % is scaled to controls: 0 for no effect and ±100 for the full control effect
#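 5 nM enzyme, 35 uM ATP, 100 uM galactose, 20 mM HEPES pH8.0, 5 mM MgCl2; 1 h RT; residual ATP by Kinase-Glo Plus luminescence, qHTS format.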
# CXXC DNA block = qHTS Fluorescence Polarization Assay for Inhibitors of MLL CXXC domain - DNA interaction; MLL-CXXC / FITC-HOXA9 DNA fluorescence polarization; Histone-lysine N-methyltransferase 2A (Homo sapiens), Q03164; actives 0.037% (n = 290,000); Potency, µM (top dose mostly 115 µM), for the others: at the highest dose activity change, negative = inhibition, actives largely listed as inhibitors; active = well fitted inhibition curve with a large enough effect in the polarisation, with a control signal flat, not every such curve was filed as active; inconclusive = small, poorly fitted or top-dose-only effect, or effect the other way, or a change in a side signal; inactive = no such curve, though single readings can be large or run the other way; the % refers to the polarisation; also: potency is read from the fitted curve at half-maximal effect
# Target sequence (Q03164 whole entry, looked up, the tested form may be a part): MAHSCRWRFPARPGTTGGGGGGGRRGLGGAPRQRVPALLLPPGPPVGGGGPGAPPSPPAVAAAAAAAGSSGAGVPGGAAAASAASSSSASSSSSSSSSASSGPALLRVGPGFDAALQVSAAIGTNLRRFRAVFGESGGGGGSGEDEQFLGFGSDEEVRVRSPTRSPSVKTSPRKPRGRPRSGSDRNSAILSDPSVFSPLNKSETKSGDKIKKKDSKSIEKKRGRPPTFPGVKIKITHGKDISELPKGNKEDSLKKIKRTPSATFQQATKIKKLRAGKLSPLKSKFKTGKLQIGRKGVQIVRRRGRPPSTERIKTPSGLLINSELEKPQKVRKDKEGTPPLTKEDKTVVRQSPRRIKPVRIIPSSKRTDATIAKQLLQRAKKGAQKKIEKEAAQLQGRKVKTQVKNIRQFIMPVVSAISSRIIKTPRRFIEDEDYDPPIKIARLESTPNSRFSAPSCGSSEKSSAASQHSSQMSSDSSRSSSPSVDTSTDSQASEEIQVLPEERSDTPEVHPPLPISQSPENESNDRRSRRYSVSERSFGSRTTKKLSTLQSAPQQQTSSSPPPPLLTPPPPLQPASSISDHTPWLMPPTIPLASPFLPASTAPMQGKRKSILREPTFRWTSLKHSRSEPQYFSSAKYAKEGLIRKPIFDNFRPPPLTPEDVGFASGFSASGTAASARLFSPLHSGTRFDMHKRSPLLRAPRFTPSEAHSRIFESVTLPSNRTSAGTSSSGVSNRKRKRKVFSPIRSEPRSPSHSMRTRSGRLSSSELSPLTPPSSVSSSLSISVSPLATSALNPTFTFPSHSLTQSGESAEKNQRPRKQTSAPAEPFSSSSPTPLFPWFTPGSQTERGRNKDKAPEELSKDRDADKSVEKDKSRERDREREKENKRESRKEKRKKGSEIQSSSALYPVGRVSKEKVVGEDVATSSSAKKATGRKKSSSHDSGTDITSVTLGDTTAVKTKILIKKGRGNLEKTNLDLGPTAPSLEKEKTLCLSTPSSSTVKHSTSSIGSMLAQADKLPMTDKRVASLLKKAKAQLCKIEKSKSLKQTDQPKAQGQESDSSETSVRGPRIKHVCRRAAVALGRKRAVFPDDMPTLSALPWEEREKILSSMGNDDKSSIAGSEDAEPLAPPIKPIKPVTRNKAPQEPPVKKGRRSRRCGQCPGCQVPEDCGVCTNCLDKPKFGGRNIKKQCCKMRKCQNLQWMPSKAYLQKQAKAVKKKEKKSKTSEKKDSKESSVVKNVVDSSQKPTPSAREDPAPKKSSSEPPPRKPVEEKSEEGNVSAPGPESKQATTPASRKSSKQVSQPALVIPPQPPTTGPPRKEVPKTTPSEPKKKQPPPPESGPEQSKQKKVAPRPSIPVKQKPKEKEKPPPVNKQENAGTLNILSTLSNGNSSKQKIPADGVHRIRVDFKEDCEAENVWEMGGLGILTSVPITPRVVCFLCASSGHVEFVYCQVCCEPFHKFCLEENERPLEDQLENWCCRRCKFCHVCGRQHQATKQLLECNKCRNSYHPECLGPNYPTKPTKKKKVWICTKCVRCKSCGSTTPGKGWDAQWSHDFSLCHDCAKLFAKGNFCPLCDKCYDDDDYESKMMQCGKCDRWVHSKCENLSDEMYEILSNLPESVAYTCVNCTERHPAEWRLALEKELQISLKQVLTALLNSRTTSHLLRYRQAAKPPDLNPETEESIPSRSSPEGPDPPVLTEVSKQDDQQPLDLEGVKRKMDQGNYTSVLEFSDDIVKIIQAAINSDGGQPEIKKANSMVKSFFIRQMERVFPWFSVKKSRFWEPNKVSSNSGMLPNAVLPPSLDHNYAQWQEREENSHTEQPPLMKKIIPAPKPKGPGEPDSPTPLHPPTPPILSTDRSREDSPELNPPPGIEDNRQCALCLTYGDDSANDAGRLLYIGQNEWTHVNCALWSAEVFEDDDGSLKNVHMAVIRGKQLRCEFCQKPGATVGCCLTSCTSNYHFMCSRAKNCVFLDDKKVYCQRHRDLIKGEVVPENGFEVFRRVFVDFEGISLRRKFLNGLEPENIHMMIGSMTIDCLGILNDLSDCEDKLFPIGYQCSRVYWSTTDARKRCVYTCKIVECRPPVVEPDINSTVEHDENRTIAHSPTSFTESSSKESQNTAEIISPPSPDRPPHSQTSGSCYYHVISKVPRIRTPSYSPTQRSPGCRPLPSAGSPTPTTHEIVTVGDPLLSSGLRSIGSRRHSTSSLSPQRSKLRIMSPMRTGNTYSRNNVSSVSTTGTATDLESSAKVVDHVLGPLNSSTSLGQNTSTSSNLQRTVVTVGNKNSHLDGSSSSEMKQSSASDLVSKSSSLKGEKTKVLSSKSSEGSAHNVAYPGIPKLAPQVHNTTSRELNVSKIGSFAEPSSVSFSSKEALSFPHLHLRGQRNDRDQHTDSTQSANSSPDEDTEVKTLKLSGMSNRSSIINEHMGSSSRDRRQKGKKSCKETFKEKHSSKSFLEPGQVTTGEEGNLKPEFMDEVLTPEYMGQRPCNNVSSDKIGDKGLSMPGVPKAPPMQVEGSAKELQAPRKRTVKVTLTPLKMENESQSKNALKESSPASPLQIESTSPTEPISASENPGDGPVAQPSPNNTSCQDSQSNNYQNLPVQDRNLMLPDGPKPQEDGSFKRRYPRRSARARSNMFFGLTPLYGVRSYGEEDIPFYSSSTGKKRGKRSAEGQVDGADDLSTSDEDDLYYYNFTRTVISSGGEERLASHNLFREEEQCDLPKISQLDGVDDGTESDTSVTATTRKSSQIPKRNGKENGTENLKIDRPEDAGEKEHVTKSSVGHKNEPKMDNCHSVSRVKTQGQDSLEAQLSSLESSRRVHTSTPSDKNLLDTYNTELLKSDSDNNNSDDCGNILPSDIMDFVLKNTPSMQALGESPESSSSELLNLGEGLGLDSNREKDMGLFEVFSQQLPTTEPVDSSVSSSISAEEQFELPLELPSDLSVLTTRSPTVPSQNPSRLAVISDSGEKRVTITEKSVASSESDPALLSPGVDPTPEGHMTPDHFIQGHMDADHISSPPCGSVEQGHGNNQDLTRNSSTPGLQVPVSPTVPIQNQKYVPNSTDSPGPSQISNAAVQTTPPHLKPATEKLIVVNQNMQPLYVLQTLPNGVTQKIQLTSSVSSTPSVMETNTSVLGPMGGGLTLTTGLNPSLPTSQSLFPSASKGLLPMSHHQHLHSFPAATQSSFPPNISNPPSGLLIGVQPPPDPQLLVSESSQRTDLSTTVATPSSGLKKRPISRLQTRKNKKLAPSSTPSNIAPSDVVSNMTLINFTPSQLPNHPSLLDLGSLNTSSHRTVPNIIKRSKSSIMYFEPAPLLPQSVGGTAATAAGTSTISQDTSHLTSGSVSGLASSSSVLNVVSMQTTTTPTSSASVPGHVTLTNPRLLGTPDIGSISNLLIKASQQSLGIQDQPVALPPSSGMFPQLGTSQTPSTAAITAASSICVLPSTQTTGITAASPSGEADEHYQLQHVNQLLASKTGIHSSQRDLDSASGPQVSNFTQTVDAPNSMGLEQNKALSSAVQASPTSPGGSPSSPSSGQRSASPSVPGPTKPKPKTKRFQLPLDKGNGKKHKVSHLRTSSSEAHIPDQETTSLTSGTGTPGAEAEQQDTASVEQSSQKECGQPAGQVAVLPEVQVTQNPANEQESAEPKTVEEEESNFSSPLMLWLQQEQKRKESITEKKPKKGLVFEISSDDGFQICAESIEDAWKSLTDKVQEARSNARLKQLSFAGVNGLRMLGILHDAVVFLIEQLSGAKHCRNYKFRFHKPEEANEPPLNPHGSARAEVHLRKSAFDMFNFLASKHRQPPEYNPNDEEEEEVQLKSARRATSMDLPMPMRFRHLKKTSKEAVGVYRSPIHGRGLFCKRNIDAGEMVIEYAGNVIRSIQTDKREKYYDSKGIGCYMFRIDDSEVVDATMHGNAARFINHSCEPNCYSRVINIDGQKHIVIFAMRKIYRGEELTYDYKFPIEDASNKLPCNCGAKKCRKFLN
#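 Steps: dispense CXXC domain solution (7 uM) → pin compounds or unlabeled HOX-A9 DNA control → 5 min ambient → add FLSN-HOX-A9 solution (50 nM) → spin → 30 min ambient → fluorescence polarization. Tris pH 7.5/NaCl/DTT/BSA buffer.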
# Coupling enz = qHTS Assay for Inhibitors of Fructose-1,6-bisphosphate Aldolase from Giardia Lamblia: Coupling assay counterscreen | actives 0.67% (n = 290,000) | activity change, negative = inhibition, % at 58.2 µM, hits read low | AID 2472, 2010 | coupling enzyme system counterscreen, AmpLite Red fluorescence; in the data active = activity change below about -30%; also: % is scaled to controls: 0 for no effect and ±100 for the full control effect
#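 Counterscreen of the coupled detection system alone, without aldolase: glyceraldehyde-3-phosphate coupling enzymes plus AmpLite Red readout. Compounds at 57.5 uM final, 10 min RT preincubation, 20 min RT reaction, fluorescence 525/598 nm.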
# Tb PFK block = qHTS Assay to Find Inhibitors of T. brucei phosphofructokinase; ATP-dependent 6-phosphofructokinase (Trypanosoma brucei brucei), O15648; T. brucei PFK, ADP-Glo luminescence; Potency, µM (doses to about 57.5 µM), without a hit: at the top dose activity, negative = inhibition, usual class: inhibitors; actives 0.17% (n = 330,000); AID 485367, 2010;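 also: potency is read from the fitted curve at half-maximal effect; 0% = uninhibited 1x PFK enzyme wells and -100% = no-enzyme wells; nearly all actives have a fitted effect of over 60% in size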
#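 Activity is normalized to no-enzyme wells (full inhibition) and 1.25 nM enzyme wells (no inhibition). Reaction: 0.5 mM F6P, 0.1 mM ATP, 45 min RT, ADP-Glo luminescence; concentration-response curves fitted and classed by quality.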
# AT treatment = qHTS Assay for Identifying a Potential Treatment of Ataxia-Telangiectasia | […] A-T fibroblasts, KAP-1 phosphorylation AlphaLISA; neocarzinostatin DNA damage 30 min before lysis | actives 0.19% (n = 320,000) | Potency, µM (highest dose often 57.5 µM), inactives show at the top dose activation, usual class: activators | AID 485349, 2010; also: potency is read from the fitted curve at half-maximal effect; % of control where 0% means no effect; nearly all actives have a fitted effect of over 45% in size
#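 ATM-like activity read as KAP-1 phosphorylation via AlphaLISA donor/acceptor antibody pairs after lysis and 6 hr at 25C. Cells were ATM-null patient fibroblasts ([…], hTERT), dosed 60 min, then exposed to the DSB inducer NCS for 30 min.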
# * hit, by the source's call; ? = inconclusive; . = not tested or not shown; [ ] = remark or other dose. Unless noted, calls follow the shape of the dose curve; as a rule, active = well fitted curve in the direction sought with a large enough effect; inconclusive = small, poorly fitted or top-dose-only effect, or another doubt; inactive = no such curve, though single readings can be large; an effect the other way counts as inactive or inconclusive.
mol	TSHR antag	Coupling enz	TCR act	Chronic BCR inh	GALK inhibitor	Giardia kill	AT treatment	Tb PFK block	hERG WT inh	CXXC DNA block
Cc1ccc(-c2c(C)sc(NC(=O)C3C4CCC(O4)C3C(=O)O)c2C(=O)OC(C)C)cc1 (stereo not drawn)	-16	21	-13%	4%	0%	-2	-5%	-1%	-19	-27%
O=[N+]([O-])c1ccc(-c2c(-c3ccccc3)ncc3cc(F)ccc23)cc1	-4	.	-2%	14%	.	-9	-3%	-1%	1	.
CSCCC(NS(=O)(=O)c1ccccc1)C(=O)Nc1nccs1 (stereo not drawn)	-7	.	5%	2%	.	-9	-1%	-2%	-3	.
O=C(NCC1CCCN1S(=O)(=O)c1cccs1)c1cccc(F)c1 (stereo not drawn)	-1	.	6%	-8%	.	1	9%	3%	-15	.
COc1ccc(/C=C/C(=O)OCC(=O)NC2CCCCC2C)c(OC)c1 (stereo not drawn)	22	.	-3%	1%	.	5	-1%	-4%	4	.
COC(=O)c1cc(CNC(=O)c2sccc2-c2ccccc2)ccc1OC	6	0	0%	-1%	3%	34[activator]	-2%	-14%	-1	10%
CCCC(=O)N1CCN(c2ccc(C(=O)c3ccc(OC)c(Br)c3)cc2F)CC1	-12	-1	.	0%	-1%	.	4%	-3%	.	-9%
CC(C)CSc1nc2ccccc2n1CC(=O)O	26	1	6%	0%	1%	-10	8%	0%	.	2%
CCCNC(=O)c1ccc(OC)cc1OC	8	2	1%	-6%	-4%	-1	7%	3%	-1	0%
COc1ccc(-n2c(C)cc(SC)c(C(C)=O)c2=S)cc1	38	-3	-4%	-7%	-3%	-2	-1%	-2%	2	-3%
Cc1ccc(S(=O)(=O)N2CCCOC2CNC(=O)C(=O)NCc2ccc3c(c2)OCO3)cc1 (stereo not drawn)	-1	.	2%	-4%	-2%	-24	3%	-2%	11	9%
O=C(NCc1ccccc1)/C(=C/c1ccco1)NC(=O)c1ccco1	-5	4	.	1%	6%	5	1%	-6%	8	9%
O=[N+]([O-])c1ccc(OCCCCN2CCCCC2)cc1	5	0	-4%[46.1 µM]	6%	1%	-6	-1%	6%	58	0%
Cc1cccc(N(CC(=O)NC2CC3CCC2C3)S(=O)(=O)c2ccccc2)c1 (stereo not drawn)	-2	.	1%	4%	1%	3	16%	0%	-9	-14%
CSc1nnc(C(C)(C)C)c(=O)n1/N=C/c1ccc(C(C)C)cc1	0	0	-5%	1%	-2%	-12	-15%	2%	1	4%
O=C(c1cc(-c2ccco2)on1)N1CCN(c2ccccc2)CC1	-2	3	6%	-10%	-1%	-20	6%	-1%	2	14%
COc1ccc(S(=O)(=O)N2CCOCC2)cc1C(=O)N1CCCC1	0	.	-8%	0%	-1%	-7	4%	0%	4	0%
COc1cccc(-c2nn(C)c3sc(C(=O)NCc4ccc(C)o4)cc23)c1	-26	-4	-5%	?	0%	7	.	-18%	-1	14%
CCN(c1cccc(C)c1)S(=O)(=O)c1cnc[nH]1	-1	-4	1%	-11%	-3%	12	3%	2%	-2	-12%
C/C(COc1ccccc1)=N\NC(=O)c1nnn(-c2nonc2N)c1CSc1ccccc1	-7	0	-1%	11%	-9%	0	-1%	6%	-4	-13%
COc1ccc(C(=O)Nc2ccc3c(c2)OCO3)cc1OC	0	0	-5%	?	2%	-15	0%	-2%	16	-1%
COc1ccc(CCNC(=O)/C(C#N)=C2\N=C(NC(=O)c3ccco3)c3ccccc32)cc1	-8	0	-1%	-14%	-1%	7	-1%	0%	19	7%
COc1ccccc1N(CC(=O)N/N=C(\C)c1ccccc1O)S(=O)(=O)c1ccc(C)cc1	6	-2	1%	?	-1%	0	1%	-5%	-4	1%
CC(=O)N[C@@H](Cc1c[nH]c2ccccc12)C(=O)NCc1ccccc1	-2	3	0%	-2%	9%	?	5%	-5%	2	3%
CCOC(=O)c1c(-c2ccccc2)oc2ccc(O)c(CN3CCN(C)CC3)c12	-10	0	-2%[46.1 µM]	?	.	12	2%	-6%	2	-2%
COc1ccc(-n2c(COc3cccc4ccccc34)nnc2SCC(=O)NCc2ccco2)cc1	2	-2	-2%	19%	0%	11	2%	-2%	2	4%
COc1ccc(OC)c(NC(=O)c2cc3c(Cl)nc4ccccc4c3s2)c1	16	2	3%	?	1%	25	6%	0%	16	5%
CCCNC(=O)C1CC2Cn3c(nc4ccccc43)C2N1C (stereo not drawn)	-3	.	-3%	0%	.	-6	-1%	0%	-2	.
O=C(CSc1nc2ccccc2o1)NCc1n[nH]c(=O)c2ccccc12	4	0	6%	-4%	0%	-7	-1%	0%	-9	10%
Cc1ccc2c(c1)nnn2C1CCN(CC(=O)N2CCN(c3ccc(F)cc3)CC2)CC1	-1	0	-5%	-5%	-2%	-8	0%	2%	2	7%
O=C(Nc1ccc2nsnc2c1)C1CC1	7	-2	1%	?	-3%	14	10%	-3%	0	2%
Cc1cc(C)c(C)c(S(=O)(=O)N[C@@H](C)C(=O)OCc2cc(=O)n3cc(Br)ccc3n2)c1C	3	6	-5%	0%	-3%	25	-5%	?	1	0%
OCCC1CN(Cc2cccn2-c2ccccn2)CCN1Cc1ccccc1 (stereo not drawn)	-9	0	1%	?	8%	-2	-2%	-8%	29	-2%
COc1ccc(C(=O)COC(=O)[C@@H](NS(=O)(=O)c2ccccc2)C(C)C)cc1	-15	.	16%	0%	.	24	8%	8%	5	.
O=C(Cc1ccccc1[N+](=O)[O-])NCc1ccco1	12	-17	5%	1%	1%	4	6%	3%	-2	6%
COc1ccc(/C=N\NC(=O)C2COc3ccccc3O2)cc1O (stereo not drawn)	2	2	-8%	-1%	-2%	-3	-4%	13µM*	-4	-3%
COc1ccc(CN2C3CCCC2CC(NC(=O)Nc2cccc(C)c2)C3)cc1 (stereo not drawn)	20	2	-1%[46.1 µM]	12%	-3%	-12	-2%	-3%	-87*	-7%
CCOc1cc(/C=N/NC(=O)C2CCCC2)ccc1O	6	2	6%	-12%	1%	14	-3%	?	-1	-5%
Cc1cc(C)n(C(=O)CN2C(=O)CCC2=O)n1	12	3	3%	?	-4%	7	1%	12%	4	-1%
CC(=O)Nc1ccc(S(=O)(=O)N(C)CC(=O)N/N=C/c2ccc(C(=O)O)cc2)cc1	-3	7	-2%	2%	3%	-10	5%	-6%	-3	1%
O=C(COC(=O)c1cnccn1)c1ccc(OC(=O)c2ccccc2)cc1	13	6	-1%	2%	0%	1	12%	-3%	0	68%[activator]
O=S(=O)(c1cccc2cccc(Cl)c12)N1CCCC1	-23	-20	-3%	-10%	-1%	9	8%	1%	-11	8%
c1ccc(CN2OCC3Cn4c(nc5ccccc54)C32)cc1 (stereo not drawn)	4	2	-2%	-5%	0%	8	3%	1%	-1	3%
CC(C)N(C(=O)COC(=O)CNS(=O)(=O)c1ccccc1F)c1ccccc1	-28	-1	1%	12%	-1%	3	?	2%	-4	-3%
Cc1ccc(C(=O)COC(=O)COc2ccccc2O)cc1C	.	.	-2%	-1%	.	3	6%	0%	-1	.
CCOC(=O)C1=CN(CC2CCCO2)C=C(C(=O)OCC)C1c1ccccc1C(F)(F)F (stereo not drawn)	-46	-6	1%	8%	-2%	6	15%	-12%	7	?
Cn1c(=O)c(C(=O)c2ccccc2)nc2ccccc21	7	-2	0%	-2%	0%	-21	2%	3%	-11	2%
CCOC(=O)/C(=N\Nc1cc(Cl)ccc1Cl)N1CCOCC1	14	1	2%	-19%	1%	-2	-1%	2%	5	-7%
O=C1c2cccnc2C(O)N1Cc1cccs1 (stereo not drawn)	-3	7	.	-5%	-1%	21	-1%	9%	31	0%
